Screening data from PubChem.
Tb PFK block – inhibitors of T. brucei phosphofructokinase; O15648; T. brucei PFK, ADP-Glo luminescence; Potency, µM (doses to about 57.5 µM), without a hit: at the top dose activity, negative = inhibition, usual class: inhibitors; 0.17% of 330,000 active; AID 485367;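 note: potency is the fitted concentration of half-maximal effect; 0% = uninhibited 1x PFK enzyme wells and -100% = no-enzyme wells; nearly all actives have a fitted effect of over 60% in size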
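Luminescent ADP detection (ADP-Glo, two-step: ATP depletion then ADP-to-ATP conversion for luciferase) reported PFK activity after 45 min room-temperature reaction of 1.25 nM enzyme with 0.5 mM F6P and 0.1 mM ATP at pH 8.0.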
TSG101-PTAP inh – blocks PTAP/TSG101 interaction to inhibit HIV-1 budding | 340,000 tested, under 10 active | Potency, µM (doses to about 115 µM), for the others: at the highest dose activity change, negative = inhibition, actives largely listed as inhibitors | Q99816 | Fluorescence polarization, FITC-PTAP peptide / Tsg101 binding; active = well fitted inhibition curve with a large enough effect in the main read-out, with a control signal flat, not every such curve was filed as active; inconclusive = small, poorly fitted or top-dose-only effect, or effect the other way, or a change in a side signal; inactive = no such curve, though single readings can be large or run the other way; note: potency is the fitted concentration of half-maximal effect; % of control where 0% means no effect
Target sequence (Q99816 whole entry, looked up): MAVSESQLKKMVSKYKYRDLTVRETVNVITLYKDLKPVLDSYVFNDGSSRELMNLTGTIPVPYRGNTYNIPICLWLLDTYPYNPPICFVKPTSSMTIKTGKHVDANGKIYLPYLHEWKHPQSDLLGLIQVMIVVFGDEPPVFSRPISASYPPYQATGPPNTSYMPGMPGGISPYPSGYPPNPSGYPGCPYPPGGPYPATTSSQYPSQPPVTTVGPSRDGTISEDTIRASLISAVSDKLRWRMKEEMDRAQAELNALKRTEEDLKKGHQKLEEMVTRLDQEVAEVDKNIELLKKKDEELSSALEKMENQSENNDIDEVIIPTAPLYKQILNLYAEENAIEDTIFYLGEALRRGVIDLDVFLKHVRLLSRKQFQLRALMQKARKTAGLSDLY
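Tsg101 binding domain (10 uM final) was mixed with compound and a FITC-labeled PTAP peptide (50 nM final) in HEPES pH 7.5 buffer with NaCl, Tween 20, EDTA and TCEP; fluorescence polarization was read after 20 min at r.t.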
Giardia killer – kills Giardia lamblia; activity change, % at 7.66 µM, hits read low; Giardia lamblia trophozoite viability; 0.15% of 340,000 active; in the data active = activity change below about -80%; inconclusive = between about -30% and that limit;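 note: parasites exposed to compound for two days anaerobically before the ATP read; % is set by controls: 0 for no effect and ±100 for the full control effect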
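Each well holds 100 Giardia trophozoites and compound. After two days (48 hrs) at 37 deg C in anaerobic conditions, ATP is quantified by luminescence.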
B2AR arrestin – beta2AR (human) beta-arrestin recruitment activity. 0.02% of 330,000 active. beta-arrestin recruitment to beta2AR, cell-based reporter. Potency, µM (doses to about 46.1 µM), without a hit: top-dose activation, actives largely listed as activators;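 note: potency is the fitted concentration of half-maximal effect; 0% = DMSO controls and full agonism = EC100 isoproterenol or metaproterenol; nearly all actives have a fitted effect of over 65% in size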
GALK inhibitor – blocks human galactokinase activity; Purified GALK, Kinase-Glo residual ATP luminescence; Potency, µM (titrated, usually from 57.5 µM), for the others: at the highest dose activity change, negative = inhibition, actives largely listed as inhibitors; 0.007% of 270,000 active; note: potency is the fitted concentration of half-maximal effect; % is set by controls: 0 for no effect and ±100 for the full control effect
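The enzyme phosphorylates galactose (100 uM) using ATP (35 uM); inhibition is detected as higher residual ATP, quantified by bioluminescence after 1 h reaction at room temperature, pH 8.0.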
Menin-MLL TR inh – inhibitors of human menin-MLL interaction, mutant MLL peptide | O00255 | Menin + Texas Red MLL mutant peptide, fluorescence polarization | Potency, µM (titrated, usually from 61.6 µM), for the others: top-dose FP activity change, negative = inhibition, usual class: inhibitors | 0.23% of 270,000 active; active = well fitted inhibition curve with a large enough effect in the polarisation, with a control signal flat, not every such curve was filed as active; inconclusive = small, poorly fitted or top-dose-only effect, or effect the other way, or a change in a side signal; inactive = no such curve, though single readings can be large or run the other way; the % refers to the polarisation; note: potency is the fitted concentration of half-maximal effect; % of control where 0% means no effect; many of its hits are not listed in these tables
S-ASM inh – blocks human secretory acid sphingomyelinase; P17405; placental ASM, HMU-PC fluorogenic substrate, 60 min; Potency, µM (top dose mostly 57.5 µM), for inactives: at the highest dose activity change, negative = inhibition, actives largely listed as inhibitors; 0.006% of 340,000 active; AID 504937; note: potency is the fitted concentration of half-maximal effect
Target sequence (P17405 47-631 limits assumed): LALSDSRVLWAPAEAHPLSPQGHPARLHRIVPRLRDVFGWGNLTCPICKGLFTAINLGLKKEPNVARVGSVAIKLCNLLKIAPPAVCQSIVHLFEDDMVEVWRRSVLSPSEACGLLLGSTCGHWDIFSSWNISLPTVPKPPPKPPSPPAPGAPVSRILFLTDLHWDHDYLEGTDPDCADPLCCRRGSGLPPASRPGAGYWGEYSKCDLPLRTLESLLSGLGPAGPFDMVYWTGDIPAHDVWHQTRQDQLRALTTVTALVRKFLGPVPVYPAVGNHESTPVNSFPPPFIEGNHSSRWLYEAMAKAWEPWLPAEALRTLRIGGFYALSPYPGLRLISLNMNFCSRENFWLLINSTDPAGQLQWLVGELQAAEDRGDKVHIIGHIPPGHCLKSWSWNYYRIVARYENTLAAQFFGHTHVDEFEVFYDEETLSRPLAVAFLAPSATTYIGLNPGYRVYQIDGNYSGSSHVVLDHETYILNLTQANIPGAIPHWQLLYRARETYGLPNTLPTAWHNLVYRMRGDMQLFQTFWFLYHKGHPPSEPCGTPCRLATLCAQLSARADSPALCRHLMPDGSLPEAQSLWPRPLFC
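HMU-PC0 cleavage (9 uM final) by human placental ASM, 60 min at 37 °C following 10 min compound exposure at RT; stopped at pH 10, fluorescence Ex 386/Em 447 nm.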
BCR signal inh – chronic active BCR signaling inhibition. AID 493014. 0.05% of 340,000 active. ABC-DLBCL IkBa-CBG/CBR reporter, luminescence ratio, 4 h. Potency, µM (doses to about 46.1 µM), without a hit: top-dose ratio change, negative = lower green/red ratio, hits mostly inhibitors; active = well fitted inhibition curve with a large enough effect in the signal ratio, with a control signal flat, not every such curve was filed as active; inconclusive = small, poorly fitted or top-dose-only effect, or effect the other way, or a change in a side signal; the % refers to the signal ratio;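 note: potency is the fitted concentration of half-maximal effect; plate controls were basal doxycycline-induced cells for no effect and cells given 10 µM MG132 for full effect; MG132 reads +100%, hits lower the ratio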
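Cell line TMD8 (human ABC DLBCL), stably expressing tet-inducible CBG68-IkBa fusion and CBR; IMDM/0.5% FBS; cpd up to 46 uM; dox induction, 4 h, 37C/5% CO2; dual luminescence; green/red ratio; MG132 control.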
Coupling enz – coupling enzyme interference in Giardia aldolase counter-screen | coupling enzyme system counterscreen, AmpLite Red fluorescence | activity change, negative = inhibition, % at 58.2 µM, hits read low | 0.67% of 290,000 active; in the data active = activity change below about -30%; note: % is set by controls: 0 for no effect and ±100 for the full control effect
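Activity here indicates interference with the coupling reaction, not aldolase inhibition. Compounds at 57.5 uM final met coupling enzymes for 10 min at RT; substrate and AmpLite Red detection followed, with a 525/598 nm fluorescence read after 20 min.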
a7 integrin act – activates integrin-mediated alleviation for muscular dystrophy; alpha7betagal myoblasts, beta-gal FDG fluorescence, 48 h; AID 624291; 0.064% of 350,000 active; Potency, µM (titrated, usually from 38.3 µM), for the others: top-dose activation, actives largely listed as activators;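 note: potency is the fitted concentration of half-maximal effect; 100% = response of the positive control SU9516; nearly all actives have a fitted effect of over 60% in size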
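Alpha7betagal+/- myoblasts (passage 13) were plated 16-24 hr, then exposed to compounds (1:260 dilution of DMSO stock) for 48 hours at 37C. After MPER lysis, β-galactosidase reporter activity was read as FDG fluorescence (ex 480/em 540) after 30 minutes.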
PKM2 activator – PKM2 (human) enzyme activation; 0.34% of 260,000 active; purified PKM2, Kinase-Glo ATP luminescence, activation; response scale: 0% is enzyme alone, no compound; Potency, µM (highest dose often 57.5 µM), for inactives: at the highest dose activation, actives largely listed as activators; AID 1631; note: potency is the fitted concentration of half-maximal effect; % is set by controls: 0 for no effect and ±100 for the full control effect; nearly all actives have a fitted effect of over 55% in size
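hPK-M2, >95% pure; 0.1 mM ADP / 0.5 mM PEP final; imidazole pH7.2 buffer w/ 7 mM MgCl2, 50 mM KCl; 1 h RT; Kinase-Glo lum. Intermediate enzyme activity for dual inhibitor/activator qHTS.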
Active calls of the source: *; ? = inconclusive; nt = not tested or not shown; [ ] = another dose, or the depositor's remark. Unless noted, calls come from the whole dose curve; as a rule, active = well fitted curve in the direction sought with a large enough effect; inconclusive = small, poorly fitted or top-dose-only effect, or another doubt; inactive = no such curve, though single readings can be large; an effect the other way counts as inactive or inconclusive. A portion of the library; rates above refer to the full screens.

SMILES	Tb PFK block	TSG101-PTAP inh	Giardia killer	B2AR arrestin	GALK inhibitor	Menin-MLL TR inh	S-ASM inh	BCR signal inh	Coupling enz	a7 integrin act	PKM2 activator
CCOC(=O)N1CCC(NC(=O)C2CCCN(S(=O)(=O)c3cccc4nsnc34)C2)CC1 (stereo not drawn)	5%	-10%	-10	0.0%	3%	6%	5%	-5%	5	3%	-3%
CC(=O)NC1C(=O)SC1(C)C (stereo not drawn)	0%	nt	nt	-0.1%	-3%	-18%	nt	3%	2	nt	-21%
CC(=O)c1csc(-c2cccc(-c3nc4ccc(Cl)cn4c3NC3CCCCC3)c2)c1	0%	-5%	6	-0.1%	nt	nt	-25%	?	nt	9%	nt
Cc1nnc(SCc2ccc(CSc3nnc(C)c(=O)[nH]3)cc2)[nH]c1=O	-6%	-5%	-9	-0.1%	1%	-6%	4%	-1%	15	5%	-10%
CC1(C)Cc2c(C#N)c(N3CCN(C(=O)c4ccccc4)CC3)nc(Cc3ccccc3)c2CO1	1%	0%	-6	-0.1%	-1%	-3%	-1%	?	0	-3%	2%
O/N=C/c1cn(-c2ccccc2)nc1-c1ccccc1	0%	-2%	0	-0.1%	-4%	?	-2%	-6%	0	-10%	nt
CN(C)CCCNC(=O)C[C@H]1C[C@H](C(=O)N2CCOCC2)[C@@]2(C)c3[nH]c4cc(-c5ccco5)ccc4c3CCN2C1=O	2%	-15%	-14	-0.4%	nt	nt	15%	?	nt	28%	nt
Cc1ccc2c(c1)[C@H]1[C@H](CO2)[C@H](c2ccccc2)[C@]2(C)C(=O)N(Cc3ccc(F)cc3)CC(=O)N12	10%	-11%	1	-0.4%	nt	nt	-6%	1%	nt	-7%	nt
CCN(CC)CC(=O)Nc1ccc(-c2nc3cc(NC(=O)CN(CC)CC)ccc3o2)cc1	0%	-4%	?	0.0%	-3%	25%	13%	?	-2	-30%[inhibitor]	5%
COc1cc(NS(=O)(=O)c2ccc(C)c(C)c2)c(OC)cc1Cl	3%	-4%	3	-0.3%	1%	-8%	-3%	12%	1	6%[7.66 µM]	-1%
C/C(CC1(O)C(=O)Nc2ccccc21)=N\O (stereo not drawn)	2%	-2%	5	-0.2%	3%	15%	-1%	-1%	2	-7%	7%
COC(=O)Nc1ccc(S(=O)(=O)N2CCCC(C(=O)O)C2)cc1 (stereo not drawn)	1%	1%	29	-0.3%	-1%	-4%	6%	2%	-1	38%	0%
CCc1ccc(C2c3[nH]c4ccccc4c3CCN2C(=O)CN2CCN(CC)CC2)cc1 (stereo not drawn)	-2%	1%	9	0.4%	-2%	?	-5%	?	2	-65%[inhibitor]	0%
Cc1ccc(S(=O)(=O)N(C)Cc2nc(-c3ccc(Br)cc3)no2)cc1	1%	-5%	23	-0.2%	3%	3%	-6%	-3%	1	15%	4%
CN(C)c1ccc(NC(=O)CN2CCC(O)(c3ccccc3)CC2)cc1	-4%	-1%	-9	-0.3%	4%	-8%	6%	2%	1	8%	2%
O=C(CN1CCN(C(=O)c2ccco2)CC1)Nc1cc(Cl)ccc1Cl	-2%	-4%	4	-0.3%	0%	6%	2%	0%	3	2%	17%
COc1ccc(N2CC(C(=O)N[C@@H](C)C(=O)NC3CCCC3)CC2=O)cc1 (stereo partly drawn)	-6%	-8%	13	0.1%	3%	nt	2%	-9%	nt	10%	nt
Cc1cccnc1NC(=O)CCNC(=O)c1ccc(Br)cc1	-6%	-6%	-6	0.0%	-7%	nt	6%	1%	nt	1%	nt
Cc1ccc(C(=O)NCCc2nnc(SCC(=O)Nc3cccc(C(=O)O)c3)n2C)cc1	-4%	0%	-2	0.6%	-1%	nt	-3%	3%	nt	-14%	nt
COc1ccc(N(C(=O)c2ccco2)S(=O)(=O)c2ccccc2)cc1	2%	-6%	-5	0.2%	1%	-2%	-3%	-11%	7	10%	-4%
Cn1c(N2CCN(C(c3ccccc3)c3ccccc3)CC2)nc2ccccc21	-8%	-5%	6	-0.5%	5%	-10%	-1%	10%	-1	-11%	-1%[11.5 µM]
CCCCNC(=O)O[C@@H]1C[C@H]2CCCC(=O)N3CC[C@@H](C1)[C@@H]23	7%	0%	7	-0.7%	nt	5%	-1%	-7%	3	-38%	-5%
COc1ccc2[nH]c3c(c2c1)CCN1C(=O)C(CC(=O)NC(C)(C)C)C[C@H](C(=O)N2CCOCC2)[C@@]31CCC1CCCC1 (stereo partly drawn)	7%	-6%	-6	-0.4%	nt	nt	1%	?	nt	12%	nt
CC(=O)CC1=NC(C)(C)Cc2ccccc21	0%	-2%	1	0.4%	0%	15%	-2%	?	2	-8%	6%
CCC(=O)N1CCN(c2nc(-c3ccccc3)c3c(c2C#N)CCCC3)CC1	2%	-2%	17	0.3%	0%	?	236%[activator]	?	3	-8%	-3%
Cn1c(NCc2c(O)ccc3ccccc23)nc2ccccc21	2%	-2%	-2	0.0%	-1%	?	-3%	?	-4	-15%	-5%
CCNC(=O)/C(=C\c1ccc2c(c1)OCO2)NC(=O)c1ccc(Br)cc1	1%	-6%	6	0.2%	-1%	11%	1%	2%	0	-10%	-3%
CC(CCc1ccccc1)NC(=O)COC(=O)c1cccc(N(C)C)c1 (stereo not drawn)	1%	2%	-21	1.9%	-2%	-9%	5%	-10%	-5	1%	nt
Cc1oc(-c2ccc(Cl)cc2)nc1CS(=O)CC(=O)NC(C)c1ccccc1 (stereo not drawn)	-4%	3%	-11	-0.4%	-1%	nt	1%	1%	nt	-17%	nt
CCOC(=O)Cc1nnc(NC(=O)C23CC4CC(CC(C4)C2)C3)s1	-4%	-2%	-10	0.3%	4%	nt	0%	2%	2	17%	-10%
CN(C)c1ccc(NC(=O)C2C3C=CC(C3)C2C(=O)O)cc1 (stereo not drawn)	-7%	1%	-21	-0.3%	-1%	20µM*	2%	-3%	-8	-34%	nt
CC(=O)Cc1nsc(NC(=O)c2ccc(-c3ccc(F)cc3)o2)n1	-2%	-7%	6	-0.8%	0%	-12%	-6%	-1%	-1	?	3%
O=C(COc1ccc(Cl)cc1)Nc1cccc(-c2ccc3nncn3n2)c1	1%	-2%	6	-0.1%	-1%	29%	-5%	0%	1	14%	-2%
COc1ccc(N2CCN(c3nc(-c4cccs4)nc4ccccc34)CC2)cc1	2%	3%	-2	0.2%	-2%	-2%	-19%	8%	0	11%	4%
C/C(=N\Nc1nc(C(=O)O)cs1)c1ccccc1	21%	-1%	2	0.0%	-2%	-17%	5%	?	5	4%	-3%
C[C@H](CO)N1C[C@H](C)[C@@H](CN(C)S(=O)(=O)c2cn(C)cn2)Oc2ccc(NC(=O)NC3CCCCC3)cc2C1=O	0%	-7%	10	-0.4%	nt	nt	4%	2%	nt	11%	nt
CCOC(=O)c1c(C)[nH]c(C(=O)CC(=O)OC)c1C	2%	-1%	-9	0.0%	0%	13%	6%	-4%	0	-24%	2%
CCC(=O)OCCn1c(Br)nc2c1c(=O)[nH]c(=O)n2C	2%	-7%	2	-0.6%	3%	6%	3%	5%	1	17%	0%
CCOc1ccc(NC(=O)CN(C)C(=O)C2CC(=O)N(c3ccc4c(c3)OCCO4)C2)cc1OCC (stereo not drawn)	-14%	-10%	16	-0.1%	nt	nt	2%	-20%	nt	-2%	nt
O=S(=O)(c1ccc(SCCO)nc1)N1CCCC1	-4%	-4%	9	-0.4%	-5%	-3%	-1%	1%	-2	4%	8%
O=C(c1cc2ncc(CCCl)cn2n1)N1CCCCCC1	1%	-1%	-9	-1.3%	nt	-16%	2%	?	0	19%	-9%
O=C(Nc1cccc(NC(=O)c2ccco2)c1)c1ccc([N+](=O)[O-])cc1	-5%	-2%	-2	0.1%	-2%	?	-1%	?	1	-11%	-5%
CNC(=S)N1CCN(c2nc(-c3ccc(F)cc3)cs2)CC1	-6%	-11%	7	-0.9%	5%	0%	-10%	7%	0	-5%	0%
Cc1ccc(N=c2c([N+](=O)[O-])nn(-c3ccc4c(c3)OCCO4)n2O)cc1F	-2%	-4%	?	-0.1%	14%	?	-1%	-6%	3	24%	-5%
CN1CCN(S(=O)(=O)c2ccc(Nc3cccc(Cl)c3)c([N+](=O)[O-])c2)CC1	-1%	-3%	-17	-0.3%	nt	nt	-15%	6%	nt	-20%	nt
Cc1cc(=O)[nH]c(N/N=C/c2cn(CCC#N)nc2-c2ccccc2)n1	0%	0%	-2	0.1%	0%	-18%	4%	?	-2	-13%	-32%
S=C1NC2(CCCCCC2)N=C1c1ccccc1	-2%	-5%	-13	-0.1%	-1%	-3%	3%	10%	0	-12%	-1%
O=C(Nc1nccs1)c1ccc([N+](=O)[O-])cc1	-11%	-1%	1	-0.8%	nt	nt	4%	6%	1	-14%	0%
